Screening data: PubChem BioAssay, National Center for Advancing Translational Sciences (NCATS)
D1 potentiator: human D1 dopamine receptor positive modulation; HEK293 TREx D1 cells, calcium flux, dopamine EC20 potentiation; AID 504651; hit rate 0.036% among 360,000; potentiation, % at 10 µM; in the data active means potentiation above about 30%; further: 0% is about no effect
Target sequence (P21728 whole entry, looked up): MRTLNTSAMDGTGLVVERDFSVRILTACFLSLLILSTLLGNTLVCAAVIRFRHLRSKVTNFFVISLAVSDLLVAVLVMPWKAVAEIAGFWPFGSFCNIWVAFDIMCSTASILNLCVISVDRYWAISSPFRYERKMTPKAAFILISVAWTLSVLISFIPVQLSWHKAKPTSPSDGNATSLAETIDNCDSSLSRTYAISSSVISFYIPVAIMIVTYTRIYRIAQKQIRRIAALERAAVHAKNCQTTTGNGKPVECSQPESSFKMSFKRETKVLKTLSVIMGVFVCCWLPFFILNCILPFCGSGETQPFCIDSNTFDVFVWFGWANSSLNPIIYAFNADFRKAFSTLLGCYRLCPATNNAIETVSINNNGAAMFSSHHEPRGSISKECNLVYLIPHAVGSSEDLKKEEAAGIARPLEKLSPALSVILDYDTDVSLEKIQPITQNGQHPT
D2 antagonist: antagonists of human D2 dopamine receptor | P14416 | HEK293 TREx D2 cells, calcium flux, dopamine EC80 | inhibition, % at 10 µM | hit rate 2% among 340,000; in the data active means inhibition above about 30%; further: 0% is about no effect
Target sequence (P14416 whole entry, looked up): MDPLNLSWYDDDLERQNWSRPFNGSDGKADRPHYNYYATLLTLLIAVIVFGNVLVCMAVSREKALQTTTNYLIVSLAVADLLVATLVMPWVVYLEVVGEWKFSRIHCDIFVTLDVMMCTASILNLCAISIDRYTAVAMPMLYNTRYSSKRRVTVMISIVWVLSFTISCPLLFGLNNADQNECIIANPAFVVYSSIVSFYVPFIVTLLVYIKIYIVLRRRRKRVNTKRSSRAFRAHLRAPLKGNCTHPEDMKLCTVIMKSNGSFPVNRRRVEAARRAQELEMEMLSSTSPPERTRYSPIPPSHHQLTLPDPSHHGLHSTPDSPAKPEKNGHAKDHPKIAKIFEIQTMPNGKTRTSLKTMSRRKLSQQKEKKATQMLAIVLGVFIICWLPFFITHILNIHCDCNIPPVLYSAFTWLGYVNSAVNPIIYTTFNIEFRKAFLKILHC
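Tetracycline-induced HEK293 TREx cells expressing D2 receptor forced-coupled to calcium signalling, loaded with no-wash calcium dye. Compounds added and calcium flux read 180 s, then dopamine added at EC80 and read a further 180 s.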
D1 agonist: agonists of human D1 dopamine receptor; AID 504660; hit rate 1% among 360,000; HEK293 T-REx D1 cells, calcium flux, agonist mode; activation, % at 2 µM; P21728; in the data active means activation above about 30%; further: 0% is about no effect
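Agonism was scored from calcium flux recorded over 180 s (1 read/s) after pintool compound addition, following a 10-cycle baseline. Cells were inducible force-coupled HEK293 TREx D1, plated overnight at 30 C and loaded with no-wash calcium dye.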
RXFP1 antagonist: antagonists of human relaxin receptor RXFP1. AID 1259400. HEK293-RXFP1, relaxin-stimulated cAMP HTRF, 30 min; active compounds read low. activity change, negative = inhibition, % at 57.5 µM. hit rate 0.59% among 350,000. Q9HBX9;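 active means activity change of -60% or lower, but not beyond a set lower limit; inconclusive means change between -60% and -40%, or beyond the set limit; inactive means change above -40%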; further: on the % scale 0 is the no-effect control and ±100 the full control effect
D2 potentiator: positively modulates the human D2 dopamine receptor allosterically; HEK293 T-REx D2, calcium flux, EC20 dopamine potentiation; potentiation, % at 10 µM; P14416; hit rate 0.34% among 340,000;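 active means potentiation over 3 SD above the plate norm, cut at about 30% in these data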; further: 0% is about no effect
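Calcium flux readout, no-wash dye, 1 read/s. Inducible HEK293 Trex D2 line, overnight 30 C. Compound alone 180 s (agonist flags), then EC20 dopamine, another 180 s to score potentiation.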
RXFP1 agonist: agonists of human relaxin receptor RXFP1; HEK293T-RXFP1 cAMP TR-FRET, 30 min; response scale: percent of porcine relaxin response, buffer zero; Potency, µM (series often up to 57.5 µM), for the others: top-dose activation, actives largely listed as activators; hit rate 0.3% among 370,000; active means well fitted activation curve with a large enough effect; inconclusive means small, poorly fitted or top-dose-only effect; further: potency means the concentration at half of the fitted maximal effect; on the % scale 0 is the no-effect control and ±100 the full control effect; nearly all actives have a fitted effect of over 60% in size; many of its hits are not listed in these tables
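cAMP rise read by TR-FRET after 30 min, 37C compound exposure (up to 58 uM) in RXFP1-transfected HEK293 cells with Ro 20174 present. EC50 from Hill-equation fits, with 29 nM porcine relaxin as 100% and buffer as basal.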
D1 antag: blocks dopamine activation of the human D1 receptor | HEK293 TREx D1 cells, calcium flux, dopamine EC80; active compounds read low | activity change, negative = inhibition, % at 10 µM | hit rate 3.2% among 360,000; in the data active means activity change below about -30%; further: on the % scale 0 is the no-effect control and ±100 the full control effect
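Allosteric or orthosteric antagonism assessed as attenuation of the calcium response to EC80 dopamine, added 180 s after compound, in induced HEK293 Trex D1 cells loaded with no-wash calcium dye.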
D2 agonist: activates the human D2 dopamine receptor. AID 485358. P14416. HEK293 T-REx D2 cells, calcium flux agonist mode. hit rate 0.53% among 340,000. activation, % at 2 µM;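 active means activation over 3 SD above normal in the single-dose calcium agonist read, cut at about 30% in these data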; further: 0% is about no effect
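In this primary screen, compounds producing a positive calcium signal within 180 s of addition to tetracycline-induced, force-coupled HEK293 Trex D2 cells are flagged; cells are dye-loaded with a no-wash calcium kit beforehand.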
TRHR PAM: allosterically enhances the human TRH receptor; AID 493056; enhancement, % at 2 µM; TRHR cells, fluo-8 calcium fluorescence, EC20 TRH enhancement; hit rate 0.66% among 360,000; P34981; in the data active means enhancement above about 30%; further: 0% is about no effect
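TRHR-expressing cells loaded with fluo-8 calcium dye were read kinetically (ex 480/em 530) during compound addition, then stimulated with an EC20 of TRH (10 nM final). Enhancement of the Gq-mediated intracellular calcium response was scored.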
The depositor's hits bear a star; ? = inconclusive; . = no result given. A portion of the library. The share of hits here may be higher or lower than overall.

SMILES	D1 potentiator	D2 antagonist	D1 agonist	RXFP1 antagonist	D2 potentiator	RXFP1 agonist	D1 antag	D2 agonist	TRHR PAM
O=c1[nH]c(=O)n(CCc2ccc(F)cc2)c(O)c1C=NCCCN1CCOCC1	-6	29	0	-8	-8	0.3%	-2	-0.3	3
Cc1cc(N2C(=O)CC(N3CCC(n4c(=O)[nH]c5ccccc54)CC3)C2=O)no1 (stereo unspecified)	-2	-20	2	-3	-2	1.0%	-19	-3.0	2
O=c1cccc2n1CC1CC2CN(Cc2c(F)cccc2Cl)C1 (stereo unspecified)	0	30	1	-1	-2	-0.4%	-2	-0.2	-7
COc1ccc(N2C(=O)NC(=O)/C(=C/c3ccc4c(c3)Cc3ccccc3-4)C2=O)cc1	-3	10	1	.	.	3.3%	12	0.1	-3
CCOc1cc2c(cc1OCC)-n1cccc1C(c1ccccc1O)NC2 (stereo unspecified)	-12	3	1	-12	-9	3.8%	1	-0.8	-13
COc1ccc(CNCCc2ccc(Cl)cc2Cl)cc1	-7	4	2	6	-2	0.0%	11	0.7	5
Cc1ccc(S(=O)(=O)N(C)c2ccc(C(=O)NCC3(N(C)C)CCCCC3)cc2)cc1	-5	-26	12	2	-26	-0.8%	-13	0.1	0
[O-][n+]1onc2c1CCC1N(O)CCC21O (stereo unspecified)	0	7	0	14	1	0.1%	-30*	0.6	-3
N=Cc1c(O)n(-c2cccc(Cl)c2)c(=O)[nH]c1=O	-4	20	3	8	-4	0.0%	-20	0.6	-2
C[C@H]1CC[C@H]2NCCN[C@H]2C1	0	-18	3	-1	9	-1.3%	-21	-2.4	5

Entries of single compounds, looked up by structure. Order of screens: D1 potentiator	D2 antagonist	D1 agonist	RXFP1 antagonist	D2 potentiator	RXFP1 agonist	D1 antag	D2 agonist	TRHR PAM
CCOc1cc2c(cc1OCC)-n1cccc1C(c1ccccc1O)NC2 (stereo unspecified) is entered as -12	3	1	-12	-9	3.8%	1	-0.8	-13
COc1ccc(N2C(=O)NC(=O)/C(=C/c3ccc4c(c3)Cc3ccccc3-4)C2=O)cc1 is entered as -3	10	1	.	.	3.3%	12	0.1	-3
[O-][n+]1onc2c1CCC1N(O)CCC21O (stereo unspecified) is entered as 0	7	0	14	1	0.1%	-30*	0.6	-3

Looked up above.
Entry for N=Cc1c(O)n(-c2cccc(Cl)c2)c(=O)[nH]c1=O under D2 agonist: 0.6
Entry for C[C@H]1CC[C@H]2NCCN[C@H]2C1 under TRHR PAM: 5
Entry for Cc1cc(N2C(=O)CC(N3CCC(n4c(=O)[nH]c5ccccc54)CC3)C2=O)no1 (stereo unspecified) under RXFP1 antagonist: -3

(cont.)
SMILES	D1 potentiator	D2 antagonist	D1 agonist	RXFP1 antagonist	D2 potentiator	RXFP1 agonist	D1 antag	D2 agonist	TRHR PAM
Cc1cc([N+](=O)[O-])c(Cl)cc1NC(=O)C(C)C	-4	-16	0	1	5	4.8%	-1	-0.5	1
O=C(COc1ccccc1)N1CCN(C2CCCC2)CC1	-8	-26	1	-2	-3	2.1%	-17	0.0	1
O=C(c1cccc(N2CCCC2=O)c1)N1CCC2(CC1)OCCO2	-1	0	0	1	5	0.6%	-21	0.5	0
COC(=O)C1=C(c2ccc(-c3ccccc3)c(F)c2)C[C@@H]2CC[C@H]1N2C(=O)N1CCCCC1	1	-5	7	.	-4	-0.5%	20	0.5	0
CCOP(=O)(OCC)C(NC(=O)CC(C)C)C(Cl)(Cl)Cl (stereo unspecified)	9	-16	2	-1	10	-2.3%	14	2.2	6
COP(=O)(OC)C(NS(=O)(=O)c1ccccc1)C(Cl)(Cl)Cl (stereo unspecified)	1	5	0	5	2	1.3%	-12	-0.3	5
COc1ccc2c(c1)c(C(=O)C(C)N1CCCCC1)c(C)n2C (stereo unspecified)	-2	8	1	9	2	0.2%	13	0.1	6
NC(Cc1ccccc1)Cc1ccccc1	4	3	14	-4	13	-0.2%	9	0.0	4
O=S1(=O)CCN(CCc2c[nH]c3ccccc23)CC1	-3	.	1	-4	-2	-0.6%	-8	.	-1
CC[n+]1c(SC)ccc2cc(OC)ccc21	0	-4	2	23	5	1.4%	-1	3.4	7

Two entries picked at random from those above, as already listed:
SMILES	D1 potentiator	D2 antagonist	D1 agonist	RXFP1 antagonist	D2 potentiator	RXFP1 agonist	D1 antag	D2 agonist	TRHR PAM
COC(=O)C1=C(c2ccc(-c3ccccc3)c(F)c2)C[C@@H]2CC[C@H]1N2C(=O)N1CCCCC1	1	-5	7	.	-4	-0.5%	20	0.5	0
Cc1cc(N2C(=O)CC(N3CCC(n4c(=O)[nH]c5ccccc54)CC3)C2=O)no1 (stereo unspecified)	-2	-20	2	-3	-2	1.0%	-19	-3.0	2

More results:
SMILES	D1 potentiator	D2 antagonist	D1 agonist	RXFP1 antagonist	D2 potentiator	RXFP1 agonist	D1 antag	D2 agonist	TRHR PAM
CC1CCC(NCC(O)c2ccccc2)CC1 (stereo unspecified)	-2	6	5	2	-7	0.1%	1	0.3	-7
O=C1CC(c2ccc(Br)cc2)c2c(c3ccccc3oc2=O)O1 (stereo unspecified)	-1	.	4	-8	-3	0.0%	-5	0.1	-2
C=C(C=O)CC1CC(O)[C@]2(C)OC3C[C@@H]4OC5C[C@]6(C)O[C@]7(C)CCC8OC9C[C@]%10(C)OC(/C(C)=C\CO)C(O)CC%10OC9CC(C)C8OC7CC6O[C@]5(C)C/C=C\C4OC3CC2O1 (stereo partly specified)	-7	7	1	.	-6	0.1%	3	0.5	6
O=C(CCc1nnc2ccc(NCc3ccc(F)cc3)nn12)N1CCC2(CC1)OCCO2	-4	-6	6	20	2	18%	-2	-0.7	-4
CN[C@H](C)[C@H](O)c1ccccc1	5	-24	-1	.	6	0.5%	15	1.3	8
CSc1ccc(C(=O)C2CCCN(Cc3cc4ccccc4[nH]3)C2)cc1 (stereo unspecified)	-2	-2	4	-33	0	0.5%	3	0.6	-12
CCN(CC)C(=O)c1ccc(NC(=O)c2cccc(F)c2)cc1	-3	19	4	1	12	-0.8%	-6	-0.1	6
CC1CCCCC1NC(=O)Cn1nnc2ccccc2c1=O (stereo unspecified)	-4	12	3	-11	0	?	-1	2.9	-6
Cc1ccc([N+](=O)[O-])cc1	-5	-4	1	.	-6	0.8%	.	0.2	10
CC(C#N)CCC#N (stereo unspecified)	3	-4	-1	.	-3	0.5%	.	0.9	1

Rewritten with values under each structure: five of the compounds above
Below each compound: D1 potentiator	D2 antagonist	D1 agonist	RXFP1 antagonist	D2 potentiator	RXFP1 agonist	D1 antag	D2 agonist	TRHR PAM
> COc1ccc2c(c1)c(C(=O)C(C)N1CCCCC1)c(C)n2C (stereo unspecified)
    -2	8	1	9	2	0.2%	13	0.1	6
> COc1ccc(CNCCc2ccc(Cl)cc2Cl)cc1
    -7	4	2	6	-2	0.0%	11	0.7	5
> Cc1ccc([N+](=O)[O-])cc1
    -5	-4	1	.	-6	0.8%	.	0.2	10
> CC[n+]1c(SC)ccc2cc(OC)ccc21
    0	-4	2	23	5	1.4%	-1	3.4	7
> O=C(c1cccc(N2CCCC2=O)c1)N1CCC2(CC1)OCCO2
    -1	0	0	1	5	0.6%	-21	0.5	0

Continued:
SMILES	D1 potentiator	D2 antagonist	D1 agonist	RXFP1 antagonist	D2 potentiator	RXFP1 agonist	D1 antag	D2 agonist	TRHR PAM
CCN(CC)P(=O)(/C=C(\Cl)c1ccccc1)/C=C(\Cl)c1ccccc1	-2	17	3	14	11	-0.1%	9	0.3	-2
CC1(C)CN=C(Nc2ccc(F)c(F)c2)S1	.	-6	20	2	-8	0.1%	-8	-0.9	-3
O=c1c2ccccc2nc(-c2ccco2)n1-c1ccc(Br)cn1	-7	-7	0	-1	8	0.7%	-6	-1.2	-5
CCC(CC)C(=O)NC1CCSC1=O (stereo unspecified)	3	-17	2	1	-3	1.1%	2	0.5	0
CC(=NCC1CCCO1)c1c(O)n(-c2ccc(C)cc2)c(=O)[nH]c1=O (stereo unspecified)	1	0	-1	-4	15	-1.1%	.	-0.3	9
O=C(Cn1cnc2sc3c(c2c1=O)CCCC3)NCCC(=O)N1CCC2(CC1)OCCO2	-1	-6	1	23	23	?	0	-0.3	-3
COc1ccccc1Cn1c(SCC(=O)C(C)(C)C)nc2cc(C(=O)N3CCC4(CC3)OCCO4)ccc2c1=O	0	-10	2	.	10	1.6%	-12	0.0	3
CC(=O)c1ccccc1NC(=O)C1C2CCC(O2)C1C(=O)O (stereo unspecified)	1	-18	3	.	6	2.2%	-19	0.4	-1
CCOc1ccc(C2C(C#N)=C(N)Oc3c2c(=O)oc2ccccc32)cc1 (stereo unspecified)	-4	31*	2	2	-4	-1.3%	64	-0.7	10
O=c1[nH]c(=O)n(Cc2ccco2)c(O)c1/C=N/N1CCCCCC1	-1	-4	5	-9	8	-0.3%	-14	-2.1	6
CC(=O)N1CCC2(CC1)CC(=O)c1cc(OCC(=O)N3CCC4(CC3)OCCO4)ccc1O2	-2	0	3	0	31*	-0.3%	-2	0.1	-3
COc1ccc(-[n+]2c(-c3ccccc3)cc(-c3ccccc3)cc2-c2ccccc2)cc1	-1	-12	1	.	-6	0.7%	5	3.1	-8
CC(C)Nc1nc(Cl)nc(NC(C)C)n1	-6	-11	3	-6	2	1.3%	24	0.4	-4
Cc1cc(C)n(CCOC(=O)C2C(C=C(Cl)Cl)C2(C)C)n1 (stereo unspecified)	-6	0	7	-2	-10	0.0%	-8	-1.0	-11
O=C1CN(O)C(c2ccccc2Cl)=c2cc(Br)ccc2=N1	4	.	3	8	.	3.2%	-5	.	-8
CCOc1cc(C2NCc3ccccc3-n3cccc32)ccc1O (stereo unspecified)	-6	4	29	-27	-13	-0.7%	-21	1.4	1
Cc1cccc(-n2c(CC3C(=O)Nc4ccc(C)cc43)nc3ccccc3c2=O)c1 (stereo unspecified)	-1	.	1	-21	4	0.3%	8	3.6	1
COc1ccc(N=C(C)c2c(O)n(C)c(=O)n(C)c2=O)c(OC)c1	-2	.	8	4	10	18%	4	.	15
Cc1oc(-c2ccccc2F)nc1CS(=O)CC(=O)N1CCC2(CC1)OCCO2 (stereo unspecified)	-4	.	0	1	.	1.6%	-3	.	2
O=C(N/N=C/c1c(O)n(C2CC2)c(=S)[nH]c1=O)c1ccccc1O	6	5	4	10	4	1.7%	2	0.2	3
C[C@]12CCC(=O)C=C1CC[C@@H]1C2[C@H](O)C[C@]2(C)C(=O)CCC12 (stereo partly specified)	2	25	3	-1	-6	-1.2%	7	5.1	-4
COc1ccc(-c2nn(CCC#N)cc2C(=O)Nc2ccc(C(C)=O)cc2)cc1	-1	-10	4	-7	-1	1.2%	1	-0.5	3
CN1CCN(c2c(N)c(=O)oc3ccccc23)CC1	-9	.	2	-30	.	0.6%	4	.	16
COc1ccc(CC(=O)N2C[C@H]3C[C@@H](C2)c2cccc(=O)n2C3)cc1	-2	-8	4	.	-6	-1.1%	-14	0.8	-1
